Screening results as filed in PubChem.
FAK blocker: blocks human focal adhesion kinase activity; Q05397; biochemical FAK kinase activity assay; inhibition, %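 (tested at 7 µM)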; 97,000 tested, 0.84% active; AID 727; in the data active means inhibition above about 19%;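 further: 0% = DMSO and 100% = reference compound high control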
ERa coact pot: ER-alpha (human) coactivator binding potentiation | P03372 | TR-FRET ERalpha-LBD/SRC-Cy5 coactivator binding, 2 h; 100 = basal binding, no effect | coactivator binding (% of control), % at 25.6 µM | 86,000 tested, 1.3% active | AID 639; in the data active means activity above about 200%;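 further: binding measured in presence of low estradiol as agonist stimulus; 0% = peptide alone without receptor and 100% = receptor with peptide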
Target sequence (P03372 whole entry, looked up, the tested form may be a part): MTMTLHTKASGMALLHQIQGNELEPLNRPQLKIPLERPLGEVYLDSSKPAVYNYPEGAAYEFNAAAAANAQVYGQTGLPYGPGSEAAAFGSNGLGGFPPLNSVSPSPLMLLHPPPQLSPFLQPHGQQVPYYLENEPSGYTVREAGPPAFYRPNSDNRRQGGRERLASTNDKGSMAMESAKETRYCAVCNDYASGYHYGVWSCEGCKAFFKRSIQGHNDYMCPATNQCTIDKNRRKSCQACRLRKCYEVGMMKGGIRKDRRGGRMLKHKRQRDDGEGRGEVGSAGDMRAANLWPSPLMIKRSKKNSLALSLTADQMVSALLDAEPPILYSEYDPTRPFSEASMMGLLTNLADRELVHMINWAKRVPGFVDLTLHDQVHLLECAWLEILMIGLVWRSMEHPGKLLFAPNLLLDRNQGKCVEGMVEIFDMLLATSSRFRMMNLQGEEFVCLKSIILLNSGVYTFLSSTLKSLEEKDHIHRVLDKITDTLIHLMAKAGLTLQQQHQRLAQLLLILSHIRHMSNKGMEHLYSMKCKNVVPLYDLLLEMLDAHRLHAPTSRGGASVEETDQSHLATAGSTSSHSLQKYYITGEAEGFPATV
ERa coact inh: blocks coactivator binding to human estrogen receptor alpha; inhibition, % at 25.6 µM; TR-FRET ER-alpha LBD / SRC-1 peptide, estradiol-bound; 86,000 tested, 1.7% active; P03372; in the data active means inhibition above about 50%;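 further: 0% = receptor plus peptide control and 100% = peptide only without receptor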
Mac1 fbg enh: enhancers of human CD11b/CD18 binding to fibrinogen | P05107+P11215 | 93,000 tested, 0.07% active | K562 CD11b/CD18 adhesion to fibrinogen, ATPlite luminescence | AID 1499 | activation, % at 10 µM;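 active means 10 µM primary screen giving 50% or more activity, confirmed by 40% or more on retest at that dose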; further: strong numbers were not always called active
PLK1 inh: PLK1 (human) kinase inhibition; P53350; recombinant PLK1 kinase, TR-FRET peptide phosphorylation; inhibition, % at 10 µM; 97,000 tested, 0.53% active; AID 619;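 active means inhibition of 50% or more in the single-concentration screen; inactive means inhibition below 50%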;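 further: 0% = DMSO max control and 100% = H-89 dihydrochloride min control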
Plk1 PBD FP: Plk1 (human) PBD binding inhibition; Plk1 PBD phosphopeptide binding, fluorescence polarization; inhibition, %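 (tested at about 20 µM)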; 97,000 tested, 0.13% active; AID 693; in the data active means inhibition above about 34%, passing the limit was not always enough
Mac1 fbg inh: CD11b/CD18-fibrinogen binding inhibition; AID 1497; P05107+P11215; 93,000 tested, 0.54% active; inhibition, % at 10 µM; K562 CD11b/CD18 adhesion to fibrinogen, ATPlite luminescence; Mn2+ added to activate the integrin;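 active means primary inhibition of 50% or more at 10 µM, then 40% or more on retest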; further: some results filed as inactive read as strong as hits
HIV Rev-RRE inh: inhibitors of HIV-1 Rev-RRE RNA interaction; P05866; Rev peptide-RRE RNA binding, FRET; inhibition, % at 8 µM; 97,000 tested, 0.79% active;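 active means inhibition above the screen-wide mean plus 3 SD, cut at about 35% in these data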;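 further: 0% = median DMSO wells and 100% = median Neomycin B control wells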
Target sequence (P05866 whole entry, looked up): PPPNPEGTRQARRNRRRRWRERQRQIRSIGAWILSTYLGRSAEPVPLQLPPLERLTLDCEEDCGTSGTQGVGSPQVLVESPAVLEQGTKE
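Assay system: Rev peptide and RRE RNA, both fluorescently labelled; times: 5 min preincubation and 15 min binding, 25 °C; detection: FRET, ex 480 nm, em 540 and 671 nm; read-out basis: % inhibition from 671/540 nm acceptor-to-donor ratio, scaled between controls; benchmarks: DMSO low control, neomycin B high control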
ERb coact inh: ER-beta (human) coactivator binding inhibition; Q92731; TR-FRET ER-beta LBD / SRC1-Cy5 peptide binding; receptor agonist-loaded with 1 µM estradiol; inhibition, % at 25.6 µM; 86,000 tested, 1.3% active;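 active means compounds whose percent inhibition of the receptor-coactivator binding signal exceeds about 50% in the single-dose screen, limit read from the data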;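 further: 0% = receptor plus peptide wells without compound and 100% = peptide-only wells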
Starred values were filed as active, the others as inactive; / = no result given; [ ] = another dose, or the depositor's remark.

SMILES	FAK blocker	ERa coact pot	ERa coact inh	Mac1 fbg enh	PLK1 inh	Plk1 PBD FP	Mac1 fbg inh	HIV Rev-RRE inh	ERb coact inh
C=CCN=C1SC(CC)C(=O)N1S(=O)(=O)c1ccc(C)cc1 (stereo not drawn)	2	66[fluorescence artefact?]	12	-2	-14	-18	4	9	27[fluorescence artefact?]
COC(=O)c1ccc(C)c(NS(=O)(=O)c2ccc(OC)c(OC)c2)c1	-1	129	-2	2	-2	-15	-3	9	18
Cc1ccc(CCNC(=O)CN2CCN(Cc3ccccc3F)C2=O)cc1	-2	103	-6	-2	-46	-8	-12	10	3
CCOC(=O)c1c(NC(=O)Cn2nnc(-c3ccc(Cl)cc3)n2)sc(CC)c1C	-1	98	-7	0	-10	-10	-7	2	-6
CC(Sc1nnc(-c2cccnc2)n1-c1ccccc1)C(=O)NCc1ccc2c(c1)OCO2 (stereo not drawn)	-1	/	/	-2	-14	19	0	3	/
Cc1ccnc(N2CCC(C(=O)NNC(=O)c3ccccc3)CC2)n1	8	/	/	/	-15	4	/	6	/
Cc1cccc(C)c1NC(=O)CSc1nnnn1-c1ccc(C(=O)O)cc1	-7	/	/	-3	1	-6	-1	-1	/
COc1ccc(OCC(=O)N2CCN(C(=O)Cc3ccccc3)CC2)cc1	2	93	-1[fluorescence artefact?]	-3	-14	-10	-28	4	3[fluorescence artefact?]
COCCCn1[nH]c2c3c(ccc2c1=O)C(=O)c1ccccc1C3=O	2	118[fluorescence artefact?]	-22[fluorescence artefact?]	-2	0	-9	-5	4	-22
Cc1cc2cc3c(cc2nc1SCC(=O)N1CCN(C(=O)c2ccco2)CC1)OCO3	13	76[fluorescence artefact?]	18[fluorescence artefact?]	0	-3	-5	-20	6	11[fluorescence artefact?]
Cc1ccc([N+](=O)[O-])c2cccnc12	3	/	/	/	-16	-13	/	8	/
CCOC(=O)c1nnn(CC(=O)Nc2cccc(F)c2)c1C(=O)OCC	-1	108	-1	-2	-17	-7	-11	1	9
CC(O)C(=O)NCCOCCOCCNC(=O)C(C)O (stereo not drawn)	-2	138	-1[fluorescence artefact?]	/	-5	5	/	2	-7[fluorescence artefact?]
S=C1SCN(CCN2CCOCC2)CN1Cc1ccccc1	1	109	-6	2	-5	-18	-18	7	-4
O=C(Cn1cnc2ccccc2c1=O)NCC(=O)N1CCN(Cc2ccc3c(c2)OCO3)CC1	/	108	0	-1	/	/	-15	/	-7
Cc1nc(S(=O)(=O)N(C)c2ccccc2)c(C#N)c(C)c1Cl	1	113	-7	/	4	-4	/	4	-13
COc1ccc(NC(=O)c2cccc(F)c2)cc1Cl	1	106	-4	3	-2	5	-21	5	-5
N#CC1=C(N)NC(SCc2ccc(Cl)cc2)=C(C#N)C12CCCCC2	2	83	0	-10	5	20	85	9	-3[fluorescence artefact?]
Cc1nc2cc(Cl)ccc2n1CCO	1	97	-3	1	-11	-15	6	7	0
CC1=C(n2nnc3ccccc32)C(c2ccccc2)C(C#N)=C(N)O1 (stereo not drawn)	1	150[fluorescence artefact?]	3	-3	-11	-23	-6	4	3
CN(C(=O)CSc1nnc2ccccn12)C1CCS(=O)(=O)C1 (stereo not drawn)	0	95	5[fluorescence artefact?]	-6	-8	-9	9	3	2[fluorescence artefact?]
Cc1c(NCc2nc3ccccc3[nH]2)c(=O)n(-c2ccccc2)n1C	-2	97[fluorescence artefact?]	-26	-2	-13	11	-25	-2	-10
CCCNC(=O)CS(=O)Cc1nc(-c2ccc(OC)cc2)oc1C (stereo not drawn)	4	90	5	-1	67*	-24	-7	0	11[fluorescence artefact?]
c1ccc2c(c1)CCN(c1ncnc3nc[nH]c13)C2	/	97	-3	-1	/	/	-1	/	1
Cc1ccc(O)c(-c2cc3ccccc3[nH]2)c1	-2	77	5	/	-9	-9	/	2	7
Cc1ccc(-c2cc(C(=O)NCc3ccc4c(c3)OCO4)[nH]n2)c(O)c1C	2	152	40[fluorescence artefact?]	0	-11	10	-6	9	27[fluorescence artefact?]
COc1ccc(OC)c(NC(=O)CSc2nnc(Cn3nnc4ccccc43)n2C)c1	1	94	-22	/	-13	6	/	1	-1
C/C(=N/OC(=O)c1ccc(C)cc1)c1cccs1	-11	/	/	-9	-13	15	28	2	/
COc1ccc(NC(=O)CSc2nc3c(c(=O)[nH]2)CCC3)cc1OC	-10	/	/	2	2	-22	0	7	/
Cc1cc2nc(CCN(C(=S)NCC(C)C)C3CCCC3)[nH]c2cc1C	3	/	/	/	-10	1	/	-4	/
Cc1[nH]c2ccccc2c1C(c1ccccn1)N1CCC(C)CC1 (stereo not drawn)	5	97[fluorescence artefact?]	9	/	-8	-3	/	6	-4
Cc1cc(C)n(CC(O)Cn2ccc3ccccc32)n1 (stereo not drawn)	2	119	-5	-4	-2	8	-2	2	-9
CCNC(=S)N(Cc1ccc2c(c1)OCO2)C1CC(=O)N(c2ccc(OC)cc2)C1=O (stereo not drawn)	-6	/	/	1	-10	-14	-10	8	/
COc1ccc(S(=O)(=O)N(C)c2c(C)n(C)n(-c3ccccc3)c2=O)cc1OC	1	111	-2	6	-4	-12	34	8	-4
CN1CCCN(S(=O)(=O)c2ccc3c(c2)OCCO3)CC1	1	98	-16	/	-7	-3	/	3	-16
CN1CCN(C(=O)c2cnn3c(C(F)F)cc(C4CC4)nc23)CC1	-1	93	-7	7	-3	-9	-13	4	-9
CN1C(=O)CSc2ccc(NC(=O)N3CCC(N4CCCCC4)CC3)cc21	5	53[fluorescence artefact?]	58*	8	7	0	-27	0	51*
O=C(C1CCCN(S(=O)(=O)c2cccc3nsnc23)C1)N1CCc2ccccc21 (stereo not drawn)	-4	/	/	-3	4	30	1	6	/
Cc1cc(C)cc(N2Cc3ccccc3C2)c1	-3	93[fluorescence artefact?]	3	76	1	2	1	6	6[fluorescence artefact?]
CC(C)C(=O)NNc1nc2ccccc2s1	-2	/	/	2	-13	5	-39	3	/
Cn1c2c(c(=O)n(C)c1=O)C(c1ccccc1Cl)CC(=O)N2 (stereo not drawn)	-1	/	/	-4	4	32	0	4	/
CCn1c(Cc2ccccc2)nnc1SCC(=O)Nc1ccc2c(c1)OCCO2	2	110[fluorescence artefact?]	6	/	-10	25	/	2	0
COc1ccccc1N1CCN(CC(=O)Nc2cccc(F)c2)CC1	-5	139	3[fluorescence artefact?]	-1	-157	12	-4	-3	-1[fluorescence artefact?]
Cc1cc(C(=O)OCC(=O)Nc2cc(S(=O)(=O)N3CCOCC3)ccc2Cl)c(C)o1	-2	/	/	-5	-6	1	3	12	/
CCn1c(C)c(C(C)=O)c(N2CCN(C(=O)c3ccco3)CC2)nc1=S	0	101	-10	6	6	4	-26	1	-2

An excerpt from above in order of their number in Mac1 fbg enh, ascending:
| Structure | FAK blocker | ERa coact pot | ERa coact inh | Mac1 fbg enh | PLK1 inh | Plk1 PBD FP | Mac1 fbg inh | HIV Rev-RRE inh | ERb coact inh |
| --- | --- | --- | --- | --- | --- | --- | --- | --- | --- |
| CN(C(=O)CSc1nnc2ccccn12)C1CCS(=O)(=O)C1 (stereo not drawn) | 0 | 95 | 5[fluorescence artefact?] | -6 | -8 | -9 | 9 | 3 | 2[fluorescence artefact?] |
| O=C(C1CCCN(S(=O)(=O)c2cccc3nsnc23)C1)N1CCc2ccccc21 (stereo not drawn) | -4 | / | / | -3 | 4 | 30 | 1 | 6 | / |
| COCCCn1[nH]c2c3c(ccc2c1=O)C(=O)c1ccccc1C3=O | 2 | 118[fluorescence artefact?] | -22[fluorescence artefact?] | -2 | 0 | -9 | -5 | 4 | -22 |
| O=C(Cn1cnc2ccccc2c1=O)NCC(=O)N1CCN(Cc2ccc3c(c2)OCO3)CC1 | / | 108 | 0 | -1 | / | / | -15 | / | -7 |
| COC(=O)c1ccc(C)c(NS(=O)(=O)c2ccc(OC)c(OC)c2)c1 | -1 | 129 | -2 | 2 | -2 | -15 | -3 | 9 | 18 |
| CCn1c(C)c(C(C)=O)c(N2CCN(C(=O)c3ccco3)CC2)nc1=S | 0 | 101 | -10 | 6 | 6 | 4 | -26 | 1 | -2 |

Later entries
SMILES	FAK blocker	ERa coact pot	ERa coact inh	Mac1 fbg enh	PLK1 inh	Plk1 PBD FP	Mac1 fbg inh	HIV Rev-RRE inh	ERb coact inh
C=CCN1C(=O)CSc2ccc(C(=O)OCC)cc21	4	/	/	-5	-7	18	-9	3	/
COc1cccc(NC(=O)Cn2c(=O)oc3ccccc32)c1	3	/	/	1	-8	-14	-6	2	/
CC(C)(C)c1ccc(S(=O)(=O)N2CC(=O)Nc3ccccc32)cc1	1	99	3	-2	-12	1	-7	5	-4
COc1ccccc1N1CCN(c2nc(C)nc3c2oc2ccccc23)CC1	4	101[fluorescence artefact?]	5	-3	4	16	44	4	2[fluorescence artefact?]
O=C(NCCN1CCc2ccccc2C1)C1CCN(S(=O)(=O)N2CCC3(CC2)OCCO3)CC1	2	100	-7	/	-9	-1	/	1	-5
Cc1ccccc1NC1C=CS(=O)(=O)C1 (stereo not drawn)	7	123	-9	-3	-16	14	-8	9	-10
N#C/C(=C\c1cn(-c2ccccc2)nc1-c1cccnc1)c1nnc2n1CCCCC2	-4	92[fluorescence artefact?]	-1[fluorescence artefact?]	2	14	-23	-42	9	1[fluorescence artefact?]
Cc1cc(C(=O)CN2C(=O)NC3(CCCc4ccccc43)C2=O)c(C)n1Cc1ccco1 (stereo not drawn)	0	/	/	1	-7	23	-7	-1	/
Cc1cc(C)c(NC(=O)c2ccccc2CCc2ccccc2)c(C)c1	-4	/	/	-5	-18	-17	-7	5	/
CCOC(=O)CON1C(=O)c2ccccc2C1=O	6	103	2	-2	-9	1	-2	10	-2[fluorescence artefact?]
O=C(CN(Cc1ccco1)C(=O)CNS(=O)(=O)c1ccc(F)cc1)NCCc1ccccc1	/	96	2	-3	/	/	-7	/	-2
Cc1ccc(S(=O)(=O)N/N=C\c2ccc3c(c2)OCO3)cc1	-2	/	/	/	-13	5	/	-2	/
C=CCNC(=O)CSc1nnc(-c2ccncc2)n1CCc1ccccc1	-2	102	20	/	-4	20	/	0	32
CCCCOC(=O)Nc1ccc(N2CCCCC2)cc1	1	/	/	-3	-9	12	4	2	/
